Compound activity from PubChem BioAssay.
FLuc counter – firefly luciferase modulation, counter-screen for miR-21 project; P08659; purified FLuc, Km substrates, luminescence inhibition; Potency, µM (top dose mostly 57.5 µM), inactives show at the highest dose activity change, negative = inhibition, actives largely listed as inhibitors; actives 6.9% (n = 360,000); AID 588342; active means well fitted inhibition curve with a large enough effect; inconclusive means small, poorly fitted or top-dose-only effect;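 further: plate controls were vehicle for no effect and reference inhibitor for full effect; nearly all actives have a fitted effect of over 55% in size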
Target sequence (P08659 whole entry, looked up): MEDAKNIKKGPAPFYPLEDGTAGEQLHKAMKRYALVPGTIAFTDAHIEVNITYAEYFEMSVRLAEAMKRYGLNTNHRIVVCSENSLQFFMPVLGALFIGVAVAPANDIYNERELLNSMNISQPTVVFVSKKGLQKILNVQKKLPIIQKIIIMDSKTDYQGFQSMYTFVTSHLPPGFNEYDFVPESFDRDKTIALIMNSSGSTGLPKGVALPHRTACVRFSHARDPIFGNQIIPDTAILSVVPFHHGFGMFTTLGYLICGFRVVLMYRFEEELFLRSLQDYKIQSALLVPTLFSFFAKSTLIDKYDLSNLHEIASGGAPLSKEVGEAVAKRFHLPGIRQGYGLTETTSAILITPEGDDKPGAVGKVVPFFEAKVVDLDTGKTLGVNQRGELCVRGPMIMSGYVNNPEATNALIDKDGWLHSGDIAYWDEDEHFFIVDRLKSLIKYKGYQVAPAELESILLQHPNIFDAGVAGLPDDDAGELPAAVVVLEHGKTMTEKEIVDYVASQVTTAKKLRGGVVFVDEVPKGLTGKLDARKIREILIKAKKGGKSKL
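Purified P. pyralis luciferase (10nM final) with 10uM D-luciferin and 10uM ATP (Km levels) in 50mM Tris acetate pH 7.5, 10mM Mg acetate, 0.01% Tween-20, 0.05% BSA; qHTS 6-point titration, ~60 µM downward; luminescence read.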
* hit, by the source's call; ? = inconclusive. Potency means the concentration at half of the fitted maximal effect.

SMILES	FLuc counter
Cc1c(-c2ccccc2)n(-c2ccc(Cl)cc2)c2nc3c(c(=O)n(C)c(=O)n3C)n12	4.7%
Cc1cc(C)cc(C(=O)NCC(c2ccc(N(C)C)cc2)N2CCCC2)c1 (centres undefined)	1.9%
COc1ccc(N2CCN(C(=O)CSCc3ccc(C)cc3)CC2)cc1	6.1%
CCCCCCc1c(C)c2c(cc(C)c3c(C)coc32)oc1=O	-2.7%
Cc1cccc(C(=O)Nc2ccc(N3CC=C(c4ccccc4C)CC3)c(C(=O)O)c2)c1	-12.6%
COCCn1c(C)cc(O)c(C(c2ccccc2)N2CCN(CCO)CC2)c1=O (centres undefined)	1.8%
Cc1ccc(S(=O)(=O)N2CCc3cc(C(=O)Nc4c(F)cccc4F)ccc32)cc1	-2.9%
CCOC(=O)c1cc(S(=O)(=O)N2CCN(c3cccc(OC)c3)CC2)[nH]n1	-14.1%
CC1CCC(NC(=O)c2ccc3c(c2)N(Cc2ccccc2)C(=O)c2ccccc2S3(=O)=O)CC1 (centres undefined)	-7.7%
CC1(C)C(=O)N(CC(=O)Nc2ccc(OC(F)(F)F)cc2)c2ccccc21	-2.7%
CCOc1ccc(CNC(=O)c2ccc3c(c2)sc2nc(-c4ccc(OC)cc4)cn23)cc1	-13.8%
COC(=O)CN1C(=O)CSc2ccc(S(=O)(=O)Nc3ccc(C(C)=O)cc3)cc21	-13.8%
CCCc1cc(=O)[nH]c2nnc(SCC)n12	?
CC(=O)c1cccc(NC(=O)CN2C(=O)CN(C)C(=O)c3ccccc32)c1	-4.1%
Cc1ccc(Cn2cc(C(=O)c3ccc(F)cc3)c(=O)c3cc4c(cc32)OCO4)cc1	-4.3%
COc1ccc(CCNC(=O)C2(c3cccs3)CCOCC2)cc1	-7.2%
COc1cc2ccccc2cc1C(=O)Nc1ccc2oc(-c3cc(Br)ccc3Cl)nc2c1	0.6%
CCOC(=O)c1noc2ncn(CC(=O)O)c(=O)c12	-2.8%
CCC1Oc2ccc(C)cc2N(CC(=O)N2CCN(c3ccccc3OC)CC2)C1=O (centres undefined)	-15.1%
COC(=O)CN1C(=O)C(C)(C)c2cc(S(=O)(=O)Nc3ccc(Br)cc3F)ccc21	?
COC(=O)c1cc2oc3ccccc3c2n1CC(=O)Nc1cccc(SC)c1	-7.4%
Cc1cc(C)c2oc(-c3cccc(NC(=O)c4ccco4)c3)nc2c1	2.69µM*
Cc1ccc(-c2c3c(=O)n(C)c(=O)n(C)c3cn2-c2cc(C)ccc2O)cc1	-5.6%
Cc1ccc(N(CC(C)C)S(=O)(=O)c2nnc(NC(=O)c3cccs3)s2)cc1	-18.6%
COc1ccc(NC(=O)CSc2oc(-c3cccs3)nc2S(=O)(=O)c2ccc(C)cc2)c(OC)c1	-0.2%

An excerpt of these results, comma-delimited.
canonical_smiles,FLuc counter
CCCc1cc(=O)[nH]c2nnc(SCC)n12,?
CC(=O)c1cccc(NC(=O)CN2C(=O)CN(C)C(=O)c3ccccc32)c1,-4.1%
Cc1ccc(Cn2cc(C(=O)c3ccc(F)cc3)c(=O)c3cc4c(cc32)OCO4)cc1,-4.3%
COc1ccc(CCNC(=O)C2(c3cccs3)CCOCC2)cc1,-7.2%

Gathered by group: the compounds so far with an aryl thioether with sulfur outside any ring
SMILES	FLuc counter
CCCc1cc(=O)[nH]c2nnc(SCC)n12	?
COC(=O)c1cc2oc3ccccc3c2n1CC(=O)Nc1cccc(SC)c1	-7.4%
COc1ccc(NC(=O)CSc2oc(-c3cccs3)nc2S(=O)(=O)c2ccc(C)cc2)c(OC)c1	-0.2%

Returning to the listing, repeating the 2 entries before the break.
SMILES	FLuc counter
Cc1ccc(N(CC(C)C)S(=O)(=O)c2nnc(NC(=O)c3cccs3)s2)cc1	-18.6%
COc1ccc(NC(=O)CSc2oc(-c3cccs3)nc2S(=O)(=O)c2ccc(C)cc2)c(OC)c1	-0.2%
CCOc1ccc(-n2c(=O)c3c(C)c(C)sc3n(Cc3ccccc3C)c2=O)cc1	-1.3%
CNC(=O)C(=O)NCC(c1ccc2c(c1)OCO2)N1CCOCC1 (centres undefined)	0.5%
CC(=O)Nc1ccc(NC(=O)CSc2cn(CC(=O)N(C(C)C)C(C)C)c3ccccc23)cc1	-0.4%
CC1CCn2c(nc3cc(C(=O)NCCc4ccc(Cl)cc4)ccc32)C1 (centres undefined)	?
O=C(CN1C(=O)COc2ccc(S(=O)(=O)NC3CCCC3)cc21)Nc1ccc(Cl)cc1	?
Cc1ccc(NC(=O)C(Cc2ccccc2)NS(=O)(=O)c2ccc3c(c2)oc(=O)n3C)cc1F (centres undefined)	-3.4%
CCc1ccccc1Nc1sc(C(=O)c2cccc(OC)c2)c(N)c1S(=O)(=O)c1ccccc1	-5.0%
O=S(=O)(NCCc1csc2nc(-c3ccc(F)cc3)nn12)c1ccc(Oc2ccccc2)cc1	6.5%
CC(=O)c1cccc(NC(=O)Cn2c(SCC(=O)Nc3ccc(F)cc3)nc3ccccc32)c1	-15.5%
Cc1ccc(C2Nc3cc(C)c(C)cc3-n3c(-c4ccccc4)c4c(=O)n(C)c(=O)n(C)c4c32)o1 (centres undefined)	-11.0%
Cc1ccc(-n2ncc3c(N4CCN(C)CC4)ncnc32)cc1Cl	5.36µM*
O=C(Cn1c(=O)nc(-c2ccccc2)c2ccccc21)NCCc1ccc(Cl)cc1	-2.5%
CCOc1cccc2cc(-c3cn4c(n3)sc3ccccc34)c(=O)oc12	0.477µM*
CN(C)c1ccc(CN(Cc2ccco2)C(=O)c2ccc(C(C)(C)C)cc2)cc1	?
CCOC(=O)c1ccc(NC(=O)Cn2cc(C(=O)C3CC3)c3ccccc32)cc1	1.8%
CSc1ccc(C2c3[nH]c4ccccc4c3CCN2C(=O)CCC2CCCC2)cc1 (centres undefined)	-2.5%
Cc1ccc(C)c(S(=O)(=O)c2nnn3c2nc(NC2CCCCC2)c2sccc23)c1	-0.7%
Cc1ccc(-n2nc(CO)c(C(=O)NCC(c3ccccc3)c3ccccc3)n2)cc1	0.0%
O=C(Nc1sc2c(c1C(=O)NCC1CCCO1)CCC2)c1cc(=O)c2cc(Cl)ccc2o1 (centres undefined)	-0.4%
CC(=O)c1ccc(NC(=O)CSc2nnc3c(n2)[nH]c2ccccc23)cc1	2.5%
CCOC(=O)c1c(NC(=O)c2cc3nc(-c4ccc(Br)cc4)cc(C(F)(F)F)n3n2)sc(C(C)=O)c1C	-6.4%
CCCCN(C)CCNC(=O)c1nn(-c2ccc(OC)c(Cl)c2)c(=O)c2c1c1ccccc1n2C	2.5%
CCOC(=O)c1ccccc1NC(=O)CN(c1ccccc1OC)S(=O)(=O)c1ccc(C)cc1	-3.8%
O=C(CSc1nc2ccccc2nc1Cc1ccc(Cl)cc1)N1CCN(c2ccccc2F)CC1	-3.1%
Cc1cc(Cl)ccc1NC(=O)C1CCCN(c2nnc(C)c3c(C)n(-c4ccccc4)nc23)C1 (centres undefined)	-0.2%
Following part
SMILES	FLuc counter
Cc1ccc(NC(=O)CCCn2nc(C)c3sc4ccccc4c3c2=O)c(Cl)c1	6.01µM*
CCCCOc1ccc(CNC(=O)c2cnc3sc(N4CCCC4)nn3c2=O)cc1	-4.2%
CCCOc1ccc(-c2nonc2NC(=O)COc2ccc(C)cc2)cc1OCCC	1.2%
CCCCN(c1ccccc1)S(=O)(=O)c1ccc2c(c1)CC(C)N2C(=O)C1CC1 (centres undefined)	0.5%
O=C(CSc1nnc2scc(-c3ccc(Cl)cc3)n12)Nc1ccccc1F	2.0%
Cc1ccc(S(=O)(=O)NCCc2nnc3ccc(SCc4ccccc4C)nn23)cc1	-14.5%
CCOc1ccc(C(=O)NCC(c2ccco2)S(=O)(=O)c2cccs2)cc1 (centres undefined)	-9.4%
CCOc1ccc(-c2cc(-c3nc(-c4ccc(OC)c(OC)c4)no3)[nH]n2)cc1	19µM*
Cc1ccc(C)c(NC(=O)CC2NCCNC2=O)c1 (centres undefined)	-0.8%
O=C(NCc1cccs1)c1ccc(CSc2nc3cccnc3n2Cc2ccc(F)cc2)cc1	-13.1%
COc1ccc(-n2c(=O)c3c4c(sc3n(Cc3ccc(F)cc3)c2=O)CCCC4)c(OC)c1	0.4%
CC(C)(C)C1CCc2oc3ccc(NS(=O)(=O)c4ccc(C(=O)O)cc4)cc3c2C1 (centres undefined)	?
Cc1cccc(-n2ncc(C(=O)NCc3ccc4c(c3)OCO4)c2C2CCN(C(=O)OC(C)(C)C)CC2)c1	5.3%
CC(C)(C)OC(=O)N1CCC(c2c(C(=O)NCCN3CCOCC3)cnn2-c2ccc(F)cc2)CC1	-3.0%
O=C(CSC1=Nc2ccccc2C2=NC(Cc3ccccc3)C(=O)N12)Nc1ccccc1F (centres undefined)	-2.0%
Cc1ccccc1-n1nc(CO)c(C(=O)NCc2cccs2)n1	-8.8%
O=C(c1cccs1)c1cn(CCOc2ccccc2F)c2ccccc12	-8.0%
CCOC(=O)C(C)Sc1nc(-c2ccccc2Cl)cc(-c2ccccc2)c1C#N (centres undefined)	-2.6%
COc1ccccc1N1CCN(C(=O)c2c3c(nc4ccccc24)C(=O)N(C2CCCCC2)C3)CC1	6.2%
Cc1cccc(Cn2c(SCc3ccc(C(=O)NC4CCCCC4)cc3)nc3cccnc32)c1	-14.5%
O=C(Nc1sc2c(c1C(=O)N1CCCCC1)CCCC2)c1ccccc1Cl	-19.5%
COc1ccccc1CNC(=O)CCc1c(C)nn(-c2ccc(N3CCCCC3)nn2)c1C	-17.2%
c1coc(-c2nc3ccccn3c2Nc2ccc3c(c2)OCCO3)c1	?
CCCN1C(=O)C(NC(=O)c2ccccc2OC)(C(F)(F)F)C(C(=O)OC)=C1C (centres undefined)	-2.7%
NS(=O)(=O)c1ccc2nc(NC(=O)COc3ccc(Cl)cc3Cl)sc2c1	?
Remaining list, next part.
SMILES	FLuc counter
Cc1ccc(CCNC(=O)NCc2noc3ccccc23)cc1	-15.5%
CCOc1ccc(S(=O)(=O)N(CC(=O)Nc2ccc3c(c2)OCO3)c2ccc(C)cc2)cc1	-15.0%
Fc1ccccc1Oc1ncnc2c1oc1ccccc12	?
Cc1oc(-c2ccccc2F)nc1CN1CCC(C(=O)NCCc2ccccc2)CC1	-9.4%
CCOC(=O)c1ccccc1NC(=O)CSc1cn(CC(=O)N2CCOCC2)c2ccccc12	-9.0%
CCc1nc2nc(C)cc(Nc3cc(C)ccc3C)n2n1	-0.4%
CCCCN(C)CCNC(=O)C1CCN(c2nc3ccc(CC)cc3s2)CC1	12µM*
Cc1ccc(-n2ncc(C(=O)NCc3ccc4c(c3)OCO4)c2C2CCN(C(=O)OC(C)(C)C)CC2)c(C)c1	-0.8%
COc1ccc(CC(=O)Nc2cc(-c3cn4cccnc4n3)ccc2OC)cc1	?
CC(C)c1ccc(NC(=O)c2ccc(F)c(S(=O)(=O)N3CCc4ccccc4C3)c2)cc1	-0.3%
CCC(Oc1ccc(F)cc1)C(=O)Nc1nc2c(s1)CCCC2 (centres undefined)	0.3%
O=C(Nc1ccc(Br)cc1)c1cc(S(=O)(=O)NC2CCCC2)ccc1F	-11.8%
COc1ccccc1NC(=O)C(=O)NCCc1csc(-c2cccc(F)c2)n1	-14.6%
COC(=O)c1ccc2c(c1)N(Cc1cc(C)ccc1C)C(=O)c1ccccc1S2(=O)=O	-0.8%
COc1ccc(NC(=O)Cn2c(=O)n(Cc3nc(-c4ccccc4)no3)c(=O)c3cc4c(cc32)OCO4)c(OC)c1	-1.8%
Cc1ccc(NS(=O)(=O)c2ccc3oc(=O)c4ncn(C)c4c3c2)cc1C	-3.8%
CCOC(=O)C(CC)Sc1ncnc2c1c(-c1ccccc1)cn2-c1ccc(OC)cc1 (centres undefined)	0.0%
COc1cc(Cl)c(C)cc1NC(=O)CSc1nc2c(c(=O)[nH]1)CCC2	2.7%
COCCNC(=O)CCCN1C(=O)CCn2nc(-c3cccn3C)cc21	-2.0%
CCc1c(C)c2ccc(O)c(CN3CCN(c4ccc(F)cc4)CC3)c2oc1=O	-0.6%
COc1ccccc1N1CCN(c2csc3ccccc3c2=O)CC1	10.7µM*
COc1cccc2c1Oc1ncccc1N(C(=O)CCC(=O)NC(C)C)C2	-1.3%
O=C(CS(=O)(=O)c1cccc2nsnc12)NCc1ccc(Cl)cc1	-3.1%
CC(=O)Nc1cc(-c2nc3cc(Cl)ccc3o2)ccc1C	-17.6%
O=C(CSc1nccn1Cc1ccco1)Nc1cc(C(F)(F)F)ccc1Cl	-14.0%
Other results:
SMILES	FLuc counter
COc1ccc(N(Cc2cccs2)C(=O)c2ccccc2C)cc1	?
CC(CNC(=O)c1ccc(Nc2nc3ccccc3n3nnnc23)cc1)c1ccccc1 (centres undefined)	1.6%
CCc1ccc(-c2nn(CC(=O)NCc3ccccc3)c3c2cnc2ccc(C)cc23)cc1	-1.3%
COc1ccccc1N1CCN(C(=O)C2CCN(S(=O)(=O)c3cccs3)CC2)CC1	-5.8%
O=C(Cn1nc2c(cc1=O)CCCC2)NCc1ccc(Cl)cc1	-5.1%
CCc1nn(CC(=O)NCCCN(CC(C)C)CC(C)C)c(=O)c2cc3sc(C)cc3n12	-1.9%
O=C(CCn1nc(-c2ccccc2)c2ccccc2c1=O)Nc1ccccc1	6.5%
CCOc1ccc(S(=O)(=O)NCC(c2ccc(N(C)C)cc2)N2CCc3ccccc32)cc1 (centres undefined)	1.4%
COc1ccc(-c2noc(CSCC(=O)Nc3cccc(C(F)(F)F)c3)n2)cc1OC	-7.2%
CC1CCc2nc3ncn(Cc4ccccc4F)c(=O)c3cc2C1 (centres undefined)	?
Cc1nn2c(C)c(C(=O)NC(C)(C)C)cnc2c1-c1ccc(F)cc1	-13.1%
O=C(Nc1nc2n(n1)C(c1ccc(Cl)cc1)C=C(c1ccccc1)N2)c1ccco1 (centres undefined)	-4.7%
Cc1cccc(-n2nnnc2S(C)(=O)=O)c1	-2.4%

These rows are one share of the data. The share of hits here may be higher or lower than overall.
